hERG WT inh = blocks the wildtype human KCNH2 potassium channel | 340,000 tested, 0.37% active | Q12809 | U2OS, BacMam KCNH2, thallium flux FluxOr; active compounds read low | AID 720551 | activity change, % at 1.84 µM;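 active = maximum activity change below -70%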
Target sequence (Q12809 whole entry, looked up): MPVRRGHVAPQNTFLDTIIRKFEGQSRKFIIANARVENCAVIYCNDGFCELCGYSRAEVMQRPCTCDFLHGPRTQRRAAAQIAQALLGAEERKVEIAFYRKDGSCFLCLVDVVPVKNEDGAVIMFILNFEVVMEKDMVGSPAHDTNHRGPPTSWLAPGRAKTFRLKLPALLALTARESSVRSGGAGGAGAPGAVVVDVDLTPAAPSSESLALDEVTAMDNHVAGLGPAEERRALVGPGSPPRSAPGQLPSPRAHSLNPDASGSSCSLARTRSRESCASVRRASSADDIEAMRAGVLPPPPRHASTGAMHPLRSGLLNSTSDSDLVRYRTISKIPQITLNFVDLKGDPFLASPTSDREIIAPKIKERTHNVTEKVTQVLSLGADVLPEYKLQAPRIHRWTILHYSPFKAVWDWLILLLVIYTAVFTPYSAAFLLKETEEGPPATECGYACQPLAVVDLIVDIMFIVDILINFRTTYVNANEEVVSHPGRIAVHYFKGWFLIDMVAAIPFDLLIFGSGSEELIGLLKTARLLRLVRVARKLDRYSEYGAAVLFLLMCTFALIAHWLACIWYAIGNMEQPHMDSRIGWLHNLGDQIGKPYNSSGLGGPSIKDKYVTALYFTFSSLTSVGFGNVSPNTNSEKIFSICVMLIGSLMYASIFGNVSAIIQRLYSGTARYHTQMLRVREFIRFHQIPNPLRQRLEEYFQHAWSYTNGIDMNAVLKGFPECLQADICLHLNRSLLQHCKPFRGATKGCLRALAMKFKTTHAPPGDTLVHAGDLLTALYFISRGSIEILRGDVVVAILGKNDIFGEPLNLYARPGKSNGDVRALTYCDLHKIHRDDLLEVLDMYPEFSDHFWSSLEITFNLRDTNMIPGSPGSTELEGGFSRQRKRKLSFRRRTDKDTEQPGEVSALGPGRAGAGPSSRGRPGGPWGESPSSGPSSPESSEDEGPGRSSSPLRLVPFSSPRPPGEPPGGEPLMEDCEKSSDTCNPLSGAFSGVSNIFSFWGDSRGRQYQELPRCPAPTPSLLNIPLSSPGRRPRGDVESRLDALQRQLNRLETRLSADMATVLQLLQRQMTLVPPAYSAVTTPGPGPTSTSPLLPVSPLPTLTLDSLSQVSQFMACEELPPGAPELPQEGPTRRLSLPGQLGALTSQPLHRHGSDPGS
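U2OS cells transduced with wild-type KCNH2 virus are loaded with FluxOr dye for 45 min, and thallium flux is measured in kinetic reads before and after stimulation buffer. Rate constants are normalized to DMSO controls.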
* hit, by the source's call. % is set by controls: 0 for no effect and ±100 for the full control effect.

SMILES	hERG WT inh
CCOC(=O)c1c(C)cc2c(CO)n[nH]c(=O)c2c1C	-3
COC(=O)c1ccc(CNC(=O)CN2C(=O)NC(Cc3ccccc3)(c3ccccc3)C2=O)cc1 (stereo not given)	-17
O=[N+]([O-])c1ccc(-c2csc(COc3ccccc3)n2)cc1	-1
Cc1cc(OCC(=O)Nc2nccs2)c2c(C)c(C)c(=O)oc2c1	-4
O=C(O)c1ccccc1C(=O)OCC1CCC(=NO)CC1 (stereo not given)	-7
O=C(O)CN1C(=O)C2C3CCC(C3)C2C1=O (stereo not given)	0
O=C(COC(=O)/C=C/c1ccc(Cl)cc1)NC1CCS(=O)(=O)C1 (stereo not given)	7
O=C(CCc1nc2ccccc2c(=O)[nH]1)Nc1ccccc1N1CCCCC1	4
CC(C)CC1C(=O)N(Cc2cn(CCC3OCCO3)nn2)CCS(=O)(=O)N1Cc1ccc(-c2cccc(N(C)C)c2)cc1 (stereo not given)	4
Clc1ccc2c(c1)-c1ccccc1C1=NCCN12	-13
CC(Cc1ccccc1)NC(=O)CCNNC(=O)c1ccncc1 (stereo not given)	-16
CC(C)(C)Cc1c(-c2ccccc2)nc2ccc(Cl)cn12	20
CCN(CC)C(=O)C1=C(C)N(CCCN2CCCC2=O)C(=O)C(CC(=O)NCCc2ccccn2)C1 (stereo not given)	-5
c1cnc(NCCSSCCNc2ncccn2)nc1	5
C[C@@H]1CCCCO[C@H](CN(C)C(=O)C2CCCCC2)[C@@H](C)CN([C@H](C)CO)C(=O)c2cc(N(C)C)ccc2O1	-17
COc1ccc(C(=O)N/C(=C/c2cccs2)C(=O)N2CCN(C)CC2)cc1	14
Cc1cccc(NC(=O)c2nc[nH]c2C(=O)Nc2cc(Br)ccc2F)c1	2
O=C1c2ccccc2S(=O)(=O)c2cc(-c3nn[nH]n3)ccc21	10
CC1=C(C(=O)N2CCOCC2)CC(CC(=O)NC2CCCC2)C(=O)N1Cc1ccccc1 (stereo not given)	11
c1ccc(C2=NC(c3ccccc3)CC2)cc1 (stereo not given)	1
O=C(NN=Cc1ccccc1Cl)c1ccccc1	0
CN1CCN(C(=O)C[C@@H]2C[C@H]3c4cc(NC(=O)c5cccnc5)ccc4O[C@H]3[C@H](CO)O2)CC1	21
C[C@@H](NC(=O)c1ncn2c1c(=O)[nH]c1cccnc12)c1ccccc1	-8
O[C@H]1C[C@H](c2ccccc2)N(Cc2cccs2)C[C@@H]1n1cc(-c2ccc(F)cc2)nn1	0
O=C(COC(=O)c1ccc2c(c1)OCCO2)Nc1ccccc1C(F)(F)F	0
(list continues)
SMILES	hERG WT inh
CCS(=O)(=O)N1CCC2(CC1)OCCN2S(=O)(=O)c1ccccc1	-2
COc1ccc(S(=O)(=O)N2CC=C(c3ccccc3)CC2)cc1OC	9
C[C@@H]1CN([C@H](C)CO)C(=O)c2cc(Br)cnc2O[C@@H]1CN(C)C(=O)CC1CC1	-9
CNC(=O)c1ccc(NC(=O)c2ccccc2OCc2c(C)noc2C)cc1	9
O=C(NCC(=O)N1CCN(C(c2ccccc2)c2ccccc2)CC1)c1ccccc1Br	4
CCCCOc1ccc(C(=O)NCC(=O)N2CCN(C/C=C/c3ccccc3)CC2)cc1	27
Cc1cc(C)c(NC(=O)CN(C)C(=O)CCN2C(=O)C3CCCCC3C2=O)c(C)c1 (stereo not given)	7
c1ccc(SC23CC4CC(CC(C4)C2)C3)nc1	13
O=[N+]([O-])c1ccc(NN=C(C2CC2)C2CC2)c([N+](=O)[O-])c1	-7
CCC(CC)CC1CN2CCc3cc(OC)c(OC)cc3C2CC1(O)CC (stereo not given)	5
CSC[C@H]1CN(c2ccccc2)C(=O)[C@@H]1CC(=O)Nc1ccccc1	-3
COCCNC(=O)c1nn2c(C(F)(F)F)cc(-c3ccccc3)nc2c1Br	-2
Cc1cscc(C)c1=S	2
CN(CC(=O)Nc1c(Cl)cccc1Cl)CC(=O)N1CCc2ccccc21	-10
COc1cccc(/C=C/C(=O)OCC(=O)Nc2ccc3c(c2)OCO3)c1	0
COc1ccc(CCNCCC(c2ccccc2)c2ccccc2)cc1OC	4
O=C(NCCc1ccccc1C(F)(F)F)c1cc(COc2ccccc2)on1	-18
C[C@@H]1CN([C@@H](C)CO)C(=O)CCCn2cc(nn2)CO[C@H]1CN(C)S(=O)(=O)c1cccc(C#N)c1	1
CC1(C)N=C(N)N=C(N)N1c1cccc(CC(=O)Nc2ccccc2)c1	-3
C[C@@H]1CN([C@H](C)CO)C(=O)c2c(c3ccccc3n2C)-c2ccccc2CO[C@@H]1CN(C)C(=O)Nc1ccc2c(c1)OCO2	-17
COc1ccc(S(=O)(=O)N2CCCCCC2)cc1NC(=O)CCNC(=O)c1ccccc1Cl	5
O=C(NCc1ccccc1F)c1ccc(S(=O)(=O)N2CCCC2)cc1	0
C[C@@H]1CN([C@H](C)CO)C(=O)CCCn2nncc2CO[C@@H]1CN(C)S(C)(=O)=O	-9
CN1OC[C@@H]2CN(Cc3cc(Cl)cc(Cl)c3)[C@H](c3cccc(-c4ccc(C#N)cc4)c3)C[C@@H]21	1
Cc1ccc2c(c1)C=CC(C#N)N2C(=O)Oc1ccccc1 (stereo not given)	3
(list continues)
SMILES	hERG WT inh
CC(=O)Cn1cnc2c(cnn2-c2ccc(F)cc2)c1=O	-7
C[C@@H]1CN([C@@H](C)CO)C(=O)CCCn2nncc2CO[C@@H]1CN(C)C(=O)Nc1ccccc1F	-11
C[C@H](O)[C@@H]1CN2CCc3c([nH]c4ccccc34)[C@@H]2C[C@@H]1N(C)C(=O)NC1CCCCC1	13
Cc1cccc(C(C)C)c1NC(=O)COC(=O)CCC(=O)N(CC(C)C)c1c(N)n(CC(C)C)c(=O)[nH]c1=O	-5
Cc1noc(C)c1NC(=O)N(C)C[C@H]1OCc2cnnn2CCCC(=O)N([C@@H](C)CO)C[C@H]1C	-13
CC1=NN(C(N)=S)C(=O)C1N=Nc1ccccc1[N+](=O)[O-] (stereo not given)	1
Cc1ccccc1NC(=O)Cc1nc(COC(=O)C(C)(C)Oc2ccc(Cl)cc2)cs1	13
O=S(=O)(c1ccc(NC(=S)N2CCOCC2)cc1)N1CCCCC1	16
COc1ccc(-c2n[nH]nc2C2=CC(=O)CC(C)(C)C2)cc1	-4
O=c1cc(-c2ccccc2)nc2c(Cl)cc(Cl)cn12	-2
CC1(C)CC(=O)C=C(c2ccc(COC(=O)C3CC3)cc2)C1=O	8
COc1ccc(C(=O)CC(C#N)c2ccc3c(c2)OCO3)cc1OC (stereo not given)	-9
CC(=NCc1ccccc1)c1ccc(O)cc1O	22
CCC(C)c1ccc(S(=O)(=O)N2CCN(C(=O)CN3C(=O)NC(C)(C4CC4)C3=O)CC2)cc1 (stereo not given)	10
CCc1ccc(/C=C2\SC(=S)N(CCCC(=O)N3CCCC3)C2=O)cc1	10
Cc1ccc(C(=O)C=CC=Cc2ccccc2)cc1	2
CCN(CC)C(=O)C1=C(C)N(Cc2ccc(C(C)(C)C)cc2)C(=O)C(CC(=O)NCc2ccco2)C1 (stereo not given)	-30
O=C(OCC(=O)c1c[nH]c2ccccc12)c1ccc(OC(F)F)cc1	-24
CCN(CC)C(=O)C1=C(C)N(Cc2ccc(OC)cc2)C(=O)C(CC(=O)NCC2CCCCC2)C1 (stereo not given)	4
COc1ccc(NC(=O)N(C)C[C@@H]2OCc3cn(nn3)CCCC(=O)N([C@H](C)CO)C[C@H]2C)cc1	-6
C[C@H](CO)N1C[C@H](C)[C@@H](CN(C)C(=O)c2ccccc2)OCc2cn(nn2)CCCC1=O	-3
Nc1nc(N2CCCCC2)c2ncn(C3OC(CO)C(O)C3O)c2n1 (stereo not given)	3
O=C1NC(=O)C2(CCCc3ccc([N+](=O)[O-])cc32)N1 (stereo not given)	4
O=C(O)c1ccc(C(S(=O)(=O)c2ccccc2)S(=O)(=O)c2ccccc2)cc1	-33
CC1N=C(SCC(=O)c2ccc(F)cc2)N2C(C)N=C(SCC(=O)c3ccc(F)cc3)N12 (stereo not given)	-3
(continued)
SMILES	hERG WT inh
Cc1ccc(S(=O)(=O)N2C[C@H]3[C@H]4C(=O)N(c5ccccc5)C(=O)[C@H]4C[C@H](OC(=O)NC4CC4)[C@@]3(O)C2)cc1	-7
COc1cc(/C=C/C(=O)O)cc(S(=O)(=O)Nc2cc(S(=O)(=O)N3CCCCC3)ccc2Cl)c1OC	-22
C[C@@H]1CCCCO[C@H](CN(C)C(=O)Nc2ccc(C(F)(F)F)cc2)[C@@H](C)CN([C@H](C)CO)C(=O)c2cc(NC(=O)c3ccncc3)ccc2O1	-3
CCCCCC(=O)N1C[C@H](n2cc(COC(=O)c3ccccc3)nn2)[C@@H](O)C[C@@H]1c1ccc(Cl)cc1	-1
c1ccc2c(c1)nnn2Cn1nnc2ccccc21	3
Cc1c(Cl)cccc1NC(=O)CSc1nc(=O)n(CCCN2CCOCC2)c2c1CCCC2	31
Cc1ccc(S(=O)(=O)N2CCOCC2)cc1NC(=O)Cn1nnc(-c2ccccc2)n1	9
COc1ccc(CNCCCn2cnc3c(SC)ncnc32)cc1	29
O=C(c1cc2ccccc2o1)N1CCN(Cc2nc3ccccc3s2)CC1	40
CC1(C)CC(=O)C=C(c2n[nH]nc2C2CCCCC2)C1	-4
C[C@@H]1CN([C@H](C)CO)C(=O)CCCn2nncc2CO[C@H]1CN(C)C(=O)c1ccc(N2CCN(C)CC2)cc1	-11
C[C@H]1CN([C@@H](C)CO)C(=O)c2cc(Br)cnc2O[C@@H]1CN(C)C(=O)CN(C)C	-9
Cc1c(NC(=O)COC(=O)c2ccccc2O)c(=O)n(-c2ccccc2)n1C	-2
O=C(O)c1cccc2c1C(=O)c1cc([N+](=O)[O-])cc([N+](=O)[O-])c1-2	-1
COc1ccc2nc3n(c(=O)c2c1)-c1cc2ccccc2cc1C(=O)NC3Cc1ccccc1 (stereo not given)	-4
COc1ccc(NC(=O)C2CC(=O)N(c3ccccc3F)C2)cc1S(=O)(=O)N1CCCCC1 (stereo not given)	-2
C[C@H](CO)N1C[C@H](C)[C@H](CN(C)S(=O)(=O)c2ccc(C#N)cc2)OCc2cnnn2CCCC1=O	-2
O=C(Cc1cccs1)NCCS(=O)(=O)N1CCN(c2ccccc2)CC1	-4
COc1cc(C=NNC(=S)Nc2ccc(S(=O)(=O)N3CCCCC3)cc2)cc(OC)c1OC	-11
O=C(NCc1ccccc1CN1CCCC1)c1ccc(S(=O)(=O)Nc2ccccc2)cc1	42
CC(C)c1ccc(S(=O)(=O)N2CCN(C(=O)CCc3nc4ccccc4c(=O)[nH]3)CC2)cc1	-7
CC#CCN(Cc1ccco1)C(=O)C1CCC(=O)N(CCc2cccc(F)c2)C1 (stereo not given)	-1
CCOc1ccc(-n2c(=S)sc3c(=O)[nH]c(SCC(=O)NC4CCCCC4)nc32)cc1	0
Cc1ccccc1NS(=O)(=O)c1ccc(C(=O)NCc2ccccc2CN2CCCC2)cc1	43
COc1cc(NC(=O)CCNC(=O)N2CC(=O)Nc3ccccc32)cc(OC)c1OC	-4
Next section.
SMILES	hERG WT inh
O=C1CCC(C(=O)OCC(=O)Nc2ccc(OC(F)F)cc2)=NN1	3
C=CCn1c(O)c(N=Nc2ccccc2[N+](=O)[O-])c2ccccc21	-5
C[C@@H]1CN([C@H](C)CO)C(=O)CCCn2nncc2CO[C@@H]1CN(C)C(=O)NC1CCCCC1	-5
C[C@H]1CN([C@@H](C)CO)C(=O)c2cc(-c3cccc(F)c3)cnc2O[C@@H]1CN(C)S(C)(=O)=O	-3
CCOC(=O)C1CC(c2ccccc2)=NN1c1ccccc1 (stereo not given)	3
Cc1cc(OCC(=O)OC(C)C(=O)NC2CC2)c(C(C)C)cc1Cl (stereo not given)	0
C[C@@H]1CCCCO[C@@H](CN(C)C(=O)c2ccncc2)[C@@H](C)CN([C@H](C)CO)C(=O)c2cc(N(C)C)ccc2O1	-9
COc1ccc(CCNC(=O)c2cc(S(=O)(=O)N3CCc4ccccc43)ccc2F)cc1OC	4
Cc1nc2c(=O)[nH]n(C)c2nc1C	10
COc1cccc(C(=O)N2CCN(c3nc4cc(C)cc(C)c4cc3C#N)CC2)c1	6
C[C@H](CO)N1C[C@H](C)[C@H](CN(C)S(=O)(=O)c2cn(C)cn2)OCc2cnnn2CCCC1=O	-18
CCCCCCN1C[C@H](O)[C@@H](n2cc(-c3ccc(F)cc3)nn2)C[C@@H]1c1ccc(Cl)cc1	-10
COC(=O)c1cccc(NC(=O)c2cccc(-n3cnnn3)c2)c1	22

Given with bars between the fields: 17 of the compounds above
structure | hERG WT inh
COc1cc(C=NNC(=S)Nc2ccc(S(=O)(=O)N3CCCCC3)cc2)cc(OC)c1OC | -11
O=C(NCc1ccccc1CN1CCCC1)c1ccc(S(=O)(=O)Nc2ccccc2)cc1 | 42
CC(C)c1ccc(S(=O)(=O)N2CCN(C(=O)CCc3nc4ccccc4c(=O)[nH]3)CC2)cc1 | -7
CC#CCN(Cc1ccco1)C(=O)C1CCC(=O)N(CCc2cccc(F)c2)C1 (stereo not given) | -1
CCOc1ccc(-n2c(=S)sc3c(=O)[nH]c(SCC(=O)NC4CCCCC4)nc32)cc1 | 0
Cc1ccccc1NS(=O)(=O)c1ccc(C(=O)NCc2ccccc2CN2CCCC2)cc1 | 43
COc1cc(NC(=O)CCNC(=O)N2CC(=O)Nc3ccccc32)cc(OC)c1OC | -4
O=C1CCC(C(=O)OCC(=O)Nc2ccc(OC(F)F)cc2)=NN1 | 3
C=CCn1c(O)c(N=Nc2ccccc2[N+](=O)[O-])c2ccccc21 | -5
C[C@@H]1CN([C@H](C)CO)C(=O)CCCn2nncc2CO[C@@H]1CN(C)C(=O)NC1CCCCC1 | -5
C[C@H]1CN([C@@H](C)CO)C(=O)c2cc(-c3cccc(F)c3)cnc2O[C@@H]1CN(C)S(C)(=O)=O | -3
CCOC(=O)C1CC(c2ccccc2)=NN1c1ccccc1 (stereo not given) | 3
Cc1cc(OCC(=O)OC(C)C(=O)NC2CC2)c(C(C)C)cc1Cl (stereo not given) | 0
C[C@@H]1CCCCO[C@@H](CN(C)C(=O)c2ccncc2)[C@@H](C)CN([C@H](C)CO)C(=O)c2cc(N(C)C)ccc2O1 | -9
COc1ccc(CCNC(=O)c2cc(S(=O)(=O)N3CCc4ccccc43)ccc2F)cc1OC | 4
Cc1nc2c(=O)[nH]n(C)c2nc1C | 10
COc1cccc(C(=O)N2CCN(c3nc4cc(C)cc(C)c4cc3C#N)CC2)c1 | 6

Bioassay records as filed in PubChem.

A portion of the library; the hit share may differ from the screen's.
